Bioassay records from PubChem BioAssay.
Tn6 DDE FP = inhibitors of Tn6 peptide binding to fibrin DD(E), primary screen, biochemical, fluorescence polarization, human fibrin, Tn6 probe; inhibition, % at 8.3 µM; Fibrinogen beta chain (Homo sapiens), P02675; Fibrin DD(E) TRITC-Tn6 fluorescence polarization displacement; AID 720509, 2013; 370,000 tested, 0.21% active;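 active = inhibition above a per-campaign cutoff: mean of compounds within control limits plus 3 SD, cut at about 15% in these data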;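 note: 0% = median of all compound wells on the plate and 100% = blocking peptide control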
ADAM17 inh = ADAM17 inhibitors, primary screen, biochemical, QFRET; Disintegrin and metalloproteinase domain-containing protein 17 (Homo sapiens), P78536; 370,000 tested, 0.83% active; inhibition, % at 6.95 µM; recombinant ADAM17, EDANS/DABCYL FRET peptide cleavage;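 active = inhibition above the mean of compounds lying between control limits plus 3 SD, set per campaign, cut at about 8.5% in these data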;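 note: 0% = DMSO-only wells as the low control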
ARFGAP1 inhibitor = inhibitors of rat ARFGAP1 GAP activity, primary screen, biochemical, fluorescence polarization, GDP tracer; ADP-ribosylation factor GTPase-activating protein 1 (Rattus norvegicus), Q62848; Arfgap1-stimulated ARF1 GTP hydrolysis, GDP FP detection; inhibition, % at 16.5 µM; 360,000 tested, 0.26% active; AID 651572, 2012;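 active = inhibition above a per-plate limit, mean inhibition of low control wells plus 3 SD, cut at about 25% in these data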;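 note: 0% = DMSO wells with enzyme and 100% = wells lacking Arfgap1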
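Material – truncated rat Arfgap1 GAP domain · Buffer or medium – HEPES-based buffer, pH 7.5 · Reagent – human ARF1(Δ1-17)-GTP substrate · Dosing – 16.5 µM single point, 1.26% DMSO · Schedule – GTP hydrolysis reaction 2 h at 25 °C · Technique – GDP detection by fluorescence polarization · Benchmarks – No-Arfgap1 wells (100%) versus DMSO full-reaction wells (0%) · Repeats – single replicate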
KLK7 zymogen act = proKLK7 zymogen activators, primary screen, biochemical, fluorescence intensity | 370,000 tested, 0.9% active | Kallikrein-7 (Homo sapiens), P49862 | AID 652039, 2013 | purified proKLK7, EDANS-DABCYL substrate fluorescence; 100% is mature enzyme control, 0% vehicle | activation, % at 7 µM;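 active = activation above the mean of all tested compounds plus 3 SD, computed per campaign excluding outliers beyond control limits, cut at about 13% in these data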
MBD2 inh = inhibitors of MBD2 binding to methylated DNA, primary screen, biochemical, TR-FRET, DNA-binding domain, human | Methyl-CpG-binding domain protein 2 (Homo sapiens), Q9UBB5 | MBD2 binding to methylated oligonucleotide | inhibition, % at 4.4 µM | 370,000 tested, 0.31% active; in the data active = inhibition above about 13%
DDE Tn7 FP inh = inhibitors of Tn7 peptide binding to fibrin DD(E), primary screen, biochemical, fluorescence polarization, human fibrin, Tn7 probe. Fibrinogen beta chain (Homo sapiens), P02675. FP displacement of FITC-Tn7 peptide from fibrin DD(E); 0% = median of compound wells per plate. inhibition, % at 8.3 µM. 370,000 tested, 0.13% active. AID 720508, 2013;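 active = inhibition above the mean of compounds falling within the control limits plus 3 SD of them, cut at about 14% in these data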;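 note: 0% = plate median of compound wells and 100% = 10 µM Aha-Tn7 peptide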
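Assay system: Human clot-derived fibrin DD(E) complex | Buffer or medium: Tris/NaCl/CaCl2 buffer, pH 7.8 | Repeats: One replicate per compound | Benchmarks: Aha-Tn7 high control | Measure: % inhibition scaled between sample-field median and high-control FP | Schedule: 10 min plus 3 h, room temperature | Signal: Fluorescence polarization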
UHRF1 binding = UHRF1 methylated DNA binding inhibitors, primary screen, counter-screen for MBD2 inhibitor project, biochemical, TR-FRET, human UHRF1, single concentration; 370,000 tested, 0.75% active; inhibition, % at 4.4 µM; UHRF1 binding to methylated oligo; E3 ubiquitin-protein ligase UHRF1 (Homo sapiens), Q96T88; AID 687016, 2013; in the data active = inhibition above about 21%;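 note: UHRF1 SRA domain binding a hemimethylated CpG hairpin DNA probe; 0% = median of test compound wells and 100% = reference inhibitor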
ASAP1 inh = inhibitors of human ASAP1 ArfGAP activity, primary screen, biochemical, fluorescence polarization | inhibition, % at 16.5 µM | 360,000 tested, 0.19% active | ASAP1-stimulated ARF1 GTP hydrolysis, GDP FP detection; in the data active = inhibition above about 25%;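 note: 0% = vehicle with enzyme and substrate and 100% = no enzyme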
PLCb3 inh = human PLC-beta3 inhibitors, primary screen, biochemical, fluorescence | 1-phosphatidylinositol 4,5-bisphosphate phosphodiesterase beta-3 (Homo sapiens), Q01970 | Purified PLC-beta3, fluorogenic substrate | inhibition, % at 12.2 µM | 370,000 tested, 0.18% active | AID 720704, 2013; in the data active = inhibition above about 11%;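 note: 0% = median of compound wells on plate and 100% = full blocker control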
Target sequence (Q01970 whole entry, looked up): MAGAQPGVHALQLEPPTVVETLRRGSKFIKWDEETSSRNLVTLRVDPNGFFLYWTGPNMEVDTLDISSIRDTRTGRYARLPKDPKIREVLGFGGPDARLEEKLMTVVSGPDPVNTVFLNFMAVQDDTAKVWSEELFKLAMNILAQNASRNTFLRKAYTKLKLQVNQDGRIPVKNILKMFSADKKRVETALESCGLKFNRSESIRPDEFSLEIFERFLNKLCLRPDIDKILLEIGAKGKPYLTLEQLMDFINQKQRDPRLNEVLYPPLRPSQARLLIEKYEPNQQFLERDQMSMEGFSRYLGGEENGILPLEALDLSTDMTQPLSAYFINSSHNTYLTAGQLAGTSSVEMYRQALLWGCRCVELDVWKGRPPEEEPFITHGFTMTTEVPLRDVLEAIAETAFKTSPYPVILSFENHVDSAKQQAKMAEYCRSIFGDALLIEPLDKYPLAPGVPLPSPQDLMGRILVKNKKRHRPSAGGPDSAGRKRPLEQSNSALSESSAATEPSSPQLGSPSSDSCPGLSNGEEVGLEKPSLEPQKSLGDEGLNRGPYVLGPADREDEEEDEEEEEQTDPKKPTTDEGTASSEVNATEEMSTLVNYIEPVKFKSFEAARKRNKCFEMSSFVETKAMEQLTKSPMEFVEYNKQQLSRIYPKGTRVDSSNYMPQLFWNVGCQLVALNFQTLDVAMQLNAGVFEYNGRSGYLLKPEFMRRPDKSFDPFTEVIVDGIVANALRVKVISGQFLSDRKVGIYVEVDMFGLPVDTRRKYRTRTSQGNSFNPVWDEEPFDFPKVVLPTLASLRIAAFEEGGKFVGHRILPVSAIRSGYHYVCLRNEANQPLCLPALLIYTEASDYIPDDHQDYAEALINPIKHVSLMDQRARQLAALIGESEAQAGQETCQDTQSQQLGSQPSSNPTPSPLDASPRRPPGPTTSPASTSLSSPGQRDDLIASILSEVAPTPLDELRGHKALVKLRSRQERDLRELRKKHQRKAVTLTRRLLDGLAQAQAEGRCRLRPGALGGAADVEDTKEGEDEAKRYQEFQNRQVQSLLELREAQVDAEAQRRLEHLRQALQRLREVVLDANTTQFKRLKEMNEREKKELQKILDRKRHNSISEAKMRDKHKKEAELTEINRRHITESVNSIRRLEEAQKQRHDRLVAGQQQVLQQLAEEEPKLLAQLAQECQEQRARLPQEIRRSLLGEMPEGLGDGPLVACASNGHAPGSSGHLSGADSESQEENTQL
PLC-gamma1 inh = PLC-gamma1 enzyme inhibitors, primary screen, biochemical, fluorescence, purified enzyme | fluorogenic substrate | inhibition, % at 12.2 µM | 370,000 tested, 0.84% active; in the data active = inhibition above about 9.5%
Active calls of the source: *; & = joins results of further samples. This is a subset; rates above refer to the full screens.

cpd | Compound | Tn6 DDE FP | ADAM17 inh | ARFGAP1 inhibitor | KLK7 zymogen act | MBD2 inh
1 | CC(=O)C1CCC2C3CC(O)C4CC(O)CCC4(C)C3CCC12C (configuration not stated) | 2 | -3 | -5 | -1.0 | 6
2 | COc1ccc(/C=C/C(=O)c2c(O)n(CCC3=CCCCC3)c(=O)[nH]c2=O)cc1 | -6 | -1 | 3 | -0.6 | 3
3 | COc1ccccc1CCNC1CCCCCC1 | -4 | -5 | -8 | -0.4 | -3
4 | COc1ccc(-n2nnnc2C(c2cccc(OC)c2OC)N2CCC(n3c(=O)[nH]c4ccccc43)CC2)cc1 (configuration not stated) | 6 | 3 | 4 | 0.5 | -1
5 | COc1ccc(NC(=S)NC(NC(=O)CF)C(Cl)(Cl)Cl)c([N+](=O)[O-])c1 (configuration not stated) | 2 | -5 | 1 | -0.2 | 3
6 | O=c1[nH]c(=O)n(Cc2ccco2)c(O)c1/C=N/N1CCCCCC1 | 3 | -1 | -6 | 0.2 | -4
7 | O=C(N/N=C/c1c(O)n(C2CC2)c(=S)[nH]c1=O)c1ccccc1O | 0 | -4 | 1 | -1.0 | 2
8 | COc1cc(CN2C(=O)NC(=O)C3(Cc4cc(C)ccc4N(C)C3)C2=O)cc(OC)c1 (configuration not stated) | 0 | -1 | 0 | -0.1 | 2
9 | Cc1ccc(CN2CCN(CC(=O)N3CCC4(CC3)OCCO4)C2=O)cc1 | 0 | -2 | -3 | -0.1 | 2
10 | Cc1cc(C=C2C(=O)N(C)C(=S)N(C)C2=O)c(C)n1-c1cccnc1 | 3 | -3 | 13 | -0.1 | -4
11 | CN1CCC(c2c[nH]c3ccccc23)C1 (configuration not stated) | 0 | -3 | -2 | -0.3 | -1
12 | O=C(CNC(=O)OCc1ccccc1)NCC(=O)Nc1ccc(Br)cc1C(=O)c1ccccc1 | 0 | -3 | -1 | 0.0 | 1
13 | CC(N)Cc1ccc(O)cc1 (configuration not stated) | -6&0 | -2&0 | -5&2 | 0.3&0.2 | 3&1
14 | Cc1c(C(=O)c2ccccc2)c2ccccc2n1C | -2 | 0 | -6 | 0.3 | -2
15 | C1CC2OC2CC1C1CO1 (configuration not stated) | -8 | -8 | 10 | -0.5 | 10

cpd | DDE Tn7 FP inh | UHRF1 binding | ASAP1 inh | PLCb3 inh | PLC-gamma1 inh
1 | 3 | 0 | -13 | 2 | 0
2 | -2 | -1 | -6 | 0 | 0
3 | -3 | 2 | 9 | -6 | 0
4 | 2 | -1 | 1 | -5 | -1
5 | -3 | -1 | 3 | 1 | 2
6 | -6 | -1 | -6 | 1 | -2
7 | 6 | -2 | -17 | -57 | -61
8 | 4 | 0 | 1 | -8 | -5
9 | 9 | -4 | -1 | 1 | 1
10 | 3 | -2 | 18 | -20 | -16
11 | 4 | -4 | -11 | -6 | -4
12 | 0 | 7 | 13 | -2 | 2
13 | 1&3 | 3&-1 | 3&2 | 3&6 | 1&3
14 | -3 | 2 | -10 | -10 | -4
15 | 1 | 4 | 3 | -4 | -1

Complete entries as entered above. Order of screens: Tn6 DDE FP, ADAM17 inh, ARFGAP1 inhibitor, KLK7 zymogen act, MBD2 inh, DDE Tn7 FP inh, UHRF1 binding, ASAP1 inh, PLCb3 inh, PLC-gamma1 inh
O=c1[nH]c(=O)n(Cc2ccco2)c(O)c1/C=N/N1CCCCCC1 as listed: 3, -1, -6, 0.2, -4, -6, -1, -6, 1, -2
Cc1ccc(CN2CCN(CC(=O)N3CCC4(CC3)OCCO4)C2=O)cc1 as listed: 0, -2, -3, -0.1, 2, 9, -4, -1, 1, 1
O=C(N/N=C/c1c(O)n(C2CC2)c(=S)[nH]c1=O)c1ccccc1O as listed: 0, -4, 1, -1.0, 2, 6, -2, -17, -57, -61
COc1ccc(-n2nnnc2C(c2cccc(OC)c2OC)N2CCC(n3c(=O)[nH]c4ccccc43)CC2)cc1 (configuration not stated) as listed: 6, 3, 4, 0.5, -1, 2, -1, 1, -5, -1
C1CC2OC2CC1C1CO1 (configuration not stated) as listed: -8, -8, 10, -0.5, 10, 1, 4, 3, -4, -1

Carrying on:
cpd | Compound | Tn6 DDE FP | ADAM17 inh | ARFGAP1 inhibitor | KLK7 zymogen act | MBD2 inh
16 | COC(=O)C(O)(c1ccc(NC(=O)c2ccccc2)cc1)C(F)(F)F (configuration not stated) | 4 | -2 | -5 | 0.1 | 2
17 | Cc1c(C)c2ccc(OCC(=O)N3C[C@H]4C[C@@H](C3)c3cccc(=O)n3C4)c(C)c2oc1=O | 1 | -50 | 5 | 0.6 | -2
18 | CCN1CCC(N(C)C2CCCCC2)CC1 | 3 | -1 | 1 | 0.2 | 0
19 | CN1C(=O)CN=C(c2ccc(Cl)cc2)c2cc(Cl)ccc21 | 6 | -1 | -11 | 0.2 | -7
20 | Fc1ccccc1CCNCc1cccc2ccccc12 | 5 | -2 | 3 | -0.1 | 0
21 | CN(C)C(=O)Oc1c(Cl)cc(Cl)c2ccccc12 | 3 | 1 | -1 | -0.4 | -1
22 | CCC1CN(C)CCC1(OC(C)=O)c1ccccc1 (configuration not stated) | 6 | -1 | 3 | -0.3 | 1
23 | CCn1cc(CN2CCCC(C(=O)c3sccc3C)C2)cn1 (configuration not stated) | 3 | -4 | 6 | -0.1 | -1
24 | [O-][n+]1onc2c1CCC1N(O)CCC21O (configuration not stated) | -1 | 3 | -7 | -0.9 | -4
25 | CC(C)NC1(c2ccccc2)CCCCC1 | -2 | 0 | 0 | 0.3 | 4

cpd | DDE Tn7 FP inh | UHRF1 binding | ASAP1 inh | PLCb3 inh | PLC-gamma1 inh
16 | 6 | 0 | -4 | 2 | 2
17 | 4 | 0 | -1 | -15 | -14
18 | -4 | 3 | -4 | -8 | -1
19 | 7 | 0 | -12 | 3 | -2
20 | -5 | 1 | -3 | 0 | -1
21 | -4 | -1 | 1 | 0 | 3
22 | 3 | 2 | 4 | 4 | -5
23 | 2 | -1 | -2 | -3 | 2
24 | 6 | 1 | 0 | 5 | 5
25 | 0 | 0 | 0 | 1 | 3

2 of the compounds above, with values under each structure:
Each structure is followed by: Tn6 DDE FP, ADAM17 inh, ARFGAP1 inhibitor, KLK7 zymogen act, MBD2 inh, DDE Tn7 FP inh, UHRF1 binding, ASAP1 inh, PLCb3 inh, PLC-gamma1 inh
22) CCC1CN(C)CCC1(OC(C)=O)c1ccccc1 (configuration not stated)
  6, -1, 3, -0.3, 1, 3, 2, 4, 4, -5
23) CCn1cc(CN2CCCC(C(=O)c3sccc3C)C2)cn1 (configuration not stated)
  3, -4, 6, -0.1, -1, 2, -1, -2, -3, 2
